PG9 Ab binder: binders of HIV-1 gp120 antibody PG9, primary screen, biochemical, TR-FRET; HIV-1 gp120 / PG9 antibody interaction; TR-FRET gp120-PG9 antibody binding; inhibition, % at 6.7 µM; 360,000 compounds, 0.43% hits; AID 624416, 2012; in the data active means inhibition above about 8.5%
mABHD4 FP: ABHD4 inhibitors, primary screen, biochemical, fluorescence polarization, mouse. (Lyso)-N-acylphosphatidylethanolamine lipase (Mus musculus), Q8VD66. purified mABHD4, FP-Rh probe fluorescence polarization. inhibition, % at 8.92 µM. 370,000 compounds, 0.54% hits. AID 720543, 2013;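 active means inhibition exceeding the mean over every tested compound plus 3 SD, cut at about 30% in these data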;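 further: 0% = plate median of compound wells and 100% = S159A mutant with DMSO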
Target sequence (Q8VD66 whole entry, looked up): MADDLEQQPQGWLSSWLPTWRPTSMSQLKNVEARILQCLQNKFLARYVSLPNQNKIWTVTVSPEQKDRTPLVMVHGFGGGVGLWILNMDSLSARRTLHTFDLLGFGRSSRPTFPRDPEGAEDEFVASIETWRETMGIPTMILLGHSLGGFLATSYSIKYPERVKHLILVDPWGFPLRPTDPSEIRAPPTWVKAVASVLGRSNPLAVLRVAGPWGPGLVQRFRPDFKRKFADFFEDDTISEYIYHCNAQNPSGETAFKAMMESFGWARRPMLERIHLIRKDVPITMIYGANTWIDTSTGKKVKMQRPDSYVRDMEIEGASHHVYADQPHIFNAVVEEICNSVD
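Assay system: mABHD4 protein; medium: HEPES pH 7.0, NaCl, Pluronic buffer; dosing: 8.92 µM, single dose; schedule: 45 min + 60 min at 25 °C; signal: FP readout, ex 525 nm / em 598 nm; read-out: normalized percent inhibition of probe labeling; repeats: single replicate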
TDP2 absorb: human TDP2 enzyme inhibitors, primary screen, biochemical, epi absorbance, recombinant enzyme; Tyrosyl-DNA phosphodiesterase 2 (Homo sapiens), O95551; T5PNP hydrolysis, p-nitrophenol absorbance 415 nm; inhibition, % at 12.8 µM; 370,000 compounds, 0.34% hits;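 active means inhibition above the mean of all tested compounds plus 3 SD, set per campaign, cut at about 25% in these data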;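 further: 0% = DMSO with enzyme and 100% = buffer with substrate but no TDP2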
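Evaluation: % inhibition relative to enzyme-containing and enzyme-free wells. Material: recombinant human TDP2. Benchmarks: enzyme-free and DMSO wells. Timing: enzyme reaction with compound for 2 h at 37 °C. Compound dosing: 12.8 µM only. Measured by: p-Nitrophenol epi absorbance. Reagent: T5PNP substrate at 5 mM, a TopII-DNA adduct mimic. Replication: single well per compound.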
HTRA1 inh: HTRA1 serine protease inhibitors, primary screen, biochemical, fluorescence polarization, HTS; inhibition, % at 5.96 µM; AID 504803, 2011; recombinant HTRA1, FP-rhodamine activity-based probe; Q92743; 340,000 compounds, 0.5% hits; in the data active means inhibition above about 36%;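 further: 0% = enzyme with DMSO and 100% = wells lacking enzyme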
LEDGF integ inh: blockers of LEDGF/p75-dependent integrase strand transfer – biochemical, TR-FRET, high throughput, primary screen. HIV-1 integrase (with human LEDGF/p75). TR-FRET IN-LEDGF/p75 DNA integration, Eu/Cy5. inhibition, % at 3.7 µM. 370,000 compounds, 0.64% hits. AID 743269, 2014;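 active means inhibition above the screen-wide mean plus 3 SD, cut at about 13% in these data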;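 further: signal is the Cy5 over europium emission ratio at 671 and 618 nm; 0% = plate median of compound wells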
rCAG binder: binders of r(CAG) RNA repeats, primary screen, biochemical, fluorescence | r(CAG) RNA repeat, TO-PRO-1 dye displacement fluorescence | inhibition, % at 3 µM | 370,000 compounds, 1.3% hits | AID 651821, 2012;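 active means inhibition above the plate cutoff, the mean of all test compounds on that plate plus 3 SD, cut at about 35% in these data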;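 further: 0% = DMSO alone and 100% = 100 µM mitoxantrone as full dye displacement; higher means more dye released from RNA so lower well fluorescence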
PRMT1 inh: PRMT1 methyltransferase inhibitors, primary screen, biochemical, fluorescence polarization; Protein arginine N-methyltransferase 1 (Homo sapiens), Q99873; recombinant PRMT1, activity-based probe fluorescence polarization; inhibition, % at 2.79 µM; 370,000 compounds, 1.3% hits;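 active means inhibition above about 21% made by adding two undisclosed values, limit read from the data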
Target sequence (Q99873 whole entry, looked up): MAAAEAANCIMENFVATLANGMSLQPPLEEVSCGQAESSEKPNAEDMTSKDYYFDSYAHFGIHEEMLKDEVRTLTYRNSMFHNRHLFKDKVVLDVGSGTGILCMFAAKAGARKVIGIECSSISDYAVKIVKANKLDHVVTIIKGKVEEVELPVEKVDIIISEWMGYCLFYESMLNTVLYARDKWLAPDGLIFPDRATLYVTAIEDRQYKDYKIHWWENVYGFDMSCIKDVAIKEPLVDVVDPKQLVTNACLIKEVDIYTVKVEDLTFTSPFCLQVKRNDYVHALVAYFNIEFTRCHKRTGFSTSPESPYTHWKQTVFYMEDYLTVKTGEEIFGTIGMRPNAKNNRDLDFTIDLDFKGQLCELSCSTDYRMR
SIAE inh: human SIAE inhibitors, primary screen, biochemical, fluorescence polarization, FP-Rh probe, 1536-well HTS. Sialate O-acetylesterase (Homo sapiens), Q9HAT2. SIAE FP-Rh probe binding. inhibition, % at 9.66 µM. 370,000 compounds, 0.69% hits;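 active means inhibition above a cutoff: mean of compounds within the control limits plus 3 SD of those, cut at about 17% in these data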;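 further: 0% = plate median of compound wells and 100% = probe without SIAE protein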
Rev-erbA mod: modulators of Rev-erb alpha DNA binding, primary screen, biochemical, FITC-DNA, fluorescence polarization, uHTS. AID 1259318, 2017. Nuclear receptor subfamily 1 group D member 1 (Homo sapiens), P20393. activity, % at 10 µM. Rev-erbα–FITC-DNA binding, 90 min. 370,000 compounds, 0.79% hits;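 active means activity above about 14%, limit read from the data; passing the limit was not always enough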;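 further: 0% = DMSO wells with 35 nM protein and 100% = DMSO wells with 750 nM protein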
TCR-CD3 inh: inhibitors of human TCR-CD3 interaction, primary screen, biochemical, fluorescence, TAMRA-labeled TCR probe | T-cell receptor (TCR) | inhibition, % at 9.4 µM | 360,000 compounds, 0.37% hits | AID 651800, 2012; in the data active means inhibition above about 19%;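 further: recombinant mutant TCR 2C K166C tagged with TAMRA read by polarization; 0% = receptor in buffer alone and 100% = receptor with positive control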
* = called active by the depositor; · = no result given. Some of the compounds tested; rates above refer to the full screens.

1	O=[N+]([O-])c1cccc(/C=N/Nc2nc(NCc3ccccc3)nc(N3CCOCC3)n2)c1
2	O=C(/C=C/c1ccc2c(c1)OCO2)NC1CCCC1
3	CC(=O)OCC(=O)C1(O)CCC2C3CC(C)C4=CC(=O)CCC4(C)C3C(O)CC21C (configuration not stated)
4	COc1cc(C(=O)N2CCC(c3nc(-c4cccnc4)no3)CC2)cc(OC)c1OC
5	CCOc1cc(C(=O)Nc2cc(C)ccn2)cc(OCC)c1OCC
6	Cc1cc(=O)[nH]c(/N=C(\N)Nc2cccc3ccccc23)n1
7	CCC(=O)NCc1ccc2[nH]c(C)cc2c1
8	COc1ccc(C(CC(=O)O)NC(=O)c2ccccc2[N+](=O)[O-])cc1 (configuration not stated)
9	Cc1cc(C(=O)NC2=NCCS2)cs1
10	C[n+]1cccc(C(=O)Nc2ccccc2)c1
Compound,1,2,3,4,5,6,7,8,9,10
PG9 Ab binder,2.4,-1.4,0.1,1.0,-1.8,-2.0,2.1,1.1,0.6,-0.1
mABHD4 FP,46.7*,-5.7,2.2,-5.4,13.0,2.1,1.2,7.2,3.4,1.9
TDP2 absorb,3.1,12.4,2.5,-4.4,-16.4,-2.6,11.6,3.4,6.7,11.6
HTRA1 inh,1.0,5.5,-1.0,9.5,-15.2,2.8,6.7,-7.8,4.0,6.9
LEDGF integ inh,1.1,-4.5,3.0,1.5,-3.8,3.5,0.2,1.8,-7.0,-0.5
rCAG binder,-2.5,-2.5,-0.7,-0.7,-9.8,-2.7,0.8,3.0,4.0,-2.9
PRMT1 inh,-0.6,-2.1,-1.7,2.0,-1.8,-0.5,1.1,2.9,2.3,0.6
SIAE inh,2.0,-3.2,1.8,-1.6,-1.5,-2.7,4.3,0.1,-2.3,5.7
Rev-erbA mod,-0.6,0.1,1.1,-0.3,-2.0,1.5,-3.0,1.6,-1.8,-2.0
TCR-CD3 inh,11.9,5.3,10.4,-6.5,7.4,5.2,2.0,-9.8,-0.4,5.0

5 records drawn at random from the list so far, as already listed:
3	CC(=O)OCC(=O)C1(O)CCC2C3CC(C)C4=CC(=O)CCC4(C)C3C(O)CC21C (configuration not stated)
10	C[n+]1cccc(C(=O)Nc2ccccc2)c1
1	O=[N+]([O-])c1cccc(/C=N/Nc2nc(NCc3ccccc3)nc(N3CCOCC3)n2)c1
6	Cc1cc(=O)[nH]c(/N=C(\N)Nc2cccc3ccccc23)n1
5	CCOc1cc(C(=O)Nc2cc(C)ccn2)cc(OCC)c1OCC
Compound,3,10,1,6,5
PG9 Ab binder,0.1,-0.1,2.4,-2.0,-1.8
mABHD4 FP,2.2,1.9,46.7*,2.1,13.0
TDP2 absorb,2.5,11.6,3.1,-2.6,-16.4
HTRA1 inh,-1.0,6.9,1.0,2.8,-15.2
LEDGF integ inh,3.0,-0.5,1.1,3.5,-3.8
rCAG binder,-0.7,-2.9,-2.5,-2.7,-9.8
PRMT1 inh,-1.7,0.6,-0.6,-0.5,-1.8
SIAE inh,1.8,5.7,2.0,-2.7,-1.5
Rev-erbA mod,1.1,-2.0,-0.6,1.5,-2.0
TCR-CD3 inh,10.4,5.0,11.9,5.2,7.4

New compounds follow.
11	Cc1cc(C)c2c(CN3CCN(c4ccccc4F)CC3)cc(=O)oc2c1
12	NC(=O)CC(NC(=O)c1ccccc1)c1ccc(NC2CCCCCCC2)c([N+](=O)[O-])c1 (configuration not stated)
13	CC1CCCC(NC(=O)NC(=O)CCl)C1C (configuration not stated)
14	Cn1c(N)c(C(=O)COC(=O)c2cccc(S(=O)(=O)NCc3ccccc3)c2)c(=O)n(C)c1=O
15	O=C(N/C(=C/c1ccc(Br)cc1)C(=O)N1CCOCC1)c1ccc(Br)o1
16	Clc1ccccc1OCc1nnc(-c2ccccc2Br)o1
17	CC(NS(=O)(=O)c1ccc(OCC(=O)NCc2cccnc2)cc1)c1ccccc1 (configuration not stated)
18	CCc1ccc(C(=O)NNC(=O)Cn2c(=O)cnc3ccccc32)cc1
19	CC(=O)c1c(C(C)=O)c(C)n(-c2ccc(N)cc2)c1C
20	Cn1cccc1CC(=O)N/N=C/c1cccc([N+](=O)[O-])c1
Compound,11,12,13,14,15,16,17,18,19,20
PG9 Ab binder,-0.2,0.7,-0.1,-1.7,-1.0,-2.5,-1.3,-0.4,-1.6,0.1
mABHD4 FP,1.0,2.7,2.5,-15.7,-9.2,-7.3,4.6,5.7,-6.8,4.5
TDP2 absorb,-3.7,-9.4,-5.6,-12.2,-10.9,0.8,9.0,-2.4,1.8,-4.8
HTRA1 inh,·,2.8,2.1,-11.4,1.6,-34.0,1.2,1.2,-4.2,-6.3
LEDGF integ inh,-10.1,-3.6,0.4,6.1,4.1,3.7,-2.9,4.8,2.4,0.6
rCAG binder,4.1,9.8,-1.2,1.2,-3.7,5.9,-2.8,1.2,-3.4,13.5
PRMT1 inh,-0.1,2.8,0.4,-1.6,3.6,0.4,-1.8,-2.5,0.8,1.6
SIAE inh,4.1,-5.6,-1.6,-6.6,-3.7,-3.7,-0.4,-3.1,3.4,-1.5
Rev-erbA mod,-6.0,4.8,1.8,2.7,5.1,-3.1,-5.7,3.7,0.5,1.2
TCR-CD3 inh,1.3,1.4,10.9,4.3,-0.2,1.3,0.6,-0.1,6.0,8.4

21	COC[C@H]1CCCN1c1cccc2c1S(=O)(=O)N1CC[C@@H](C1)O2
22	Nc1nc2n(n1)C(c1c(F)cccc1Cl)CC(c1ccc(F)cc1)N2 (configuration not stated)
23	CCCNC(=O)CN(Cc1ccco1)S(=O)(=O)c1ccc(OCC)cc1
24	Cc1cc(C)c2c3c(sc2n1)C1(CCSCC1)C(C#N)=C(N)O3
Compound,21,22,23,24
PG9 Ab binder,·,0.4,-2.0,-1.6
mABHD4 FP,4.3,2.0,-0.9,11.1
TDP2 absorb,-1.1,8.0,-12.4,-11.2
HTRA1 inh,·,-1.9,3.3,-17.2
LEDGF integ inh,-2.6,1.5,-2.5,-0.9
rCAG binder,4.7,1.8,-4.0,6.9
PRMT1 inh,2.1,-1.1,1.8,11.1
SIAE inh,9.8,8.5,-5.4,-10.8
Rev-erbA mod,3.3,-2.0,4.8,0.1
TCR-CD3 inh,·,8.0,5.1,1.1

Bioassay records from PubChem BioAssay.
